Screening data from PubChem BioAssay.
Lung fibro prol = blocks proliferation of human lung fibroblasts; LL 47 human lung fibroblast viability, ATP luminescence; stronger effect = lower value; viability, % at 10 µM; 85,000 tested, 1.1% active; AID 719;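 active = viability at or below 50% in the single dose screen; inactive = viability above 50%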;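 note: compound exposure lasted 72 h before the ATP readout; 100% = median luminescence of untreated cell-only wells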
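material = human LL 47 lung fibroblast cells | dosing = compounds added from tenfold dosing solution, 0.1% DMSO final | timing = overnight cell rest, 72 h compound treatment at 37 °C | measured by = CellTiter-Glo luminescence measuring cellular ATP | evaluation = % viability versus median cells-only luminescence | control set = cell-only wells, no compound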
HUVEC inhibit = human endothelial cell proliferation inhibition | AID 648 | 86,000 tested, 1.1% active | viability, % at 10 µM (by protocol) | HUVEC proliferation, CellTiter-Glo luminescence, 72 h; stronger effect = lower value;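 active = viability at or below 30%; inactive = viability above 30%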;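 note: 100% = median luminescence of DMSO-only cell control wells on each plate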
ERa SRC1 pot = ER-alpha (human) coactivator binding potentiation. AID 639. coactivator binding (% of control), % at 25.6 µM. TR-FRET ERalpha-LBD/SRC-Cy5 coactivator binding, 2 h; 100 = basal binding, no effect. P03372. 86,000 tested, 1.3% active; in the data active = activity above about 200%;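 note: binding measured in presence of low estradiol as agonist stimulus; 0% = peptide alone without receptor and 100% = receptor with peptide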
ERb SRC1 inh = blocks coactivator binding to human estrogen receptor beta; 86,000 tested, 1.3% active; Q92731; TR-FRET ER-beta LBD / SRC1-Cy5 peptide binding; receptor agonist-loaded with 1 µM estradiol; AID 633; inhibition, % at 25.6 µM;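 active = compounds whose percent inhibition of the receptor-coactivator binding signal exceeds about 50% in the single-dose screen, limit read from the data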;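 note: 0% = receptor plus peptide wells without compound and 100% = peptide-only wells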
Target sequence (Q92731 whole entry, looked up, the tested form may be a part): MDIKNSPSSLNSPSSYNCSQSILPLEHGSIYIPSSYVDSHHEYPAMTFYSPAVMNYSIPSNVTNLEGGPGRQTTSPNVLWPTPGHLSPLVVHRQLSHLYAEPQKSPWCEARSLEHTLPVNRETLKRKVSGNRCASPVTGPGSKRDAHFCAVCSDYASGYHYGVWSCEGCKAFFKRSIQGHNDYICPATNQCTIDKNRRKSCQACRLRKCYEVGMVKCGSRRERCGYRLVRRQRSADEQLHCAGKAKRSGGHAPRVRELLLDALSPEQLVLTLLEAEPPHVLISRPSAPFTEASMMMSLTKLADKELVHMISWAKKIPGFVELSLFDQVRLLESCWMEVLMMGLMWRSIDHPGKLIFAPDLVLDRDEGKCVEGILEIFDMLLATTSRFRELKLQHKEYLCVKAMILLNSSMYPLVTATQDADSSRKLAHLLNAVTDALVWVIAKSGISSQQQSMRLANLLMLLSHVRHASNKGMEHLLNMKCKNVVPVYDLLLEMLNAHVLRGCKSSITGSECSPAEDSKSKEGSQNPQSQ
ERa SRC1 inh = blocks coactivator binding to human estrogen receptor alpha | 86,000 tested, 1.7% active | P03372 | AID 629 | TR-FRET ER-alpha LBD / SRC-1 peptide, estradiol-bound | inhibition, % at 25.6 µM; in the data active = inhibition above about 50%;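 note: 0% = receptor plus peptide control and 100% = peptide only without receptor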
sEH act = activators of human soluble epoxide hydrolase; purified human sEH enzymatic activity, activator screen; AID 717; activation, % at 2 µM; 91,000 tested, 0.04% active; P34913; in the data active = activation above about 37%; note: values of inactives mirror those of a sister screen read the other way
Target sequence (P34913 whole entry, looked up): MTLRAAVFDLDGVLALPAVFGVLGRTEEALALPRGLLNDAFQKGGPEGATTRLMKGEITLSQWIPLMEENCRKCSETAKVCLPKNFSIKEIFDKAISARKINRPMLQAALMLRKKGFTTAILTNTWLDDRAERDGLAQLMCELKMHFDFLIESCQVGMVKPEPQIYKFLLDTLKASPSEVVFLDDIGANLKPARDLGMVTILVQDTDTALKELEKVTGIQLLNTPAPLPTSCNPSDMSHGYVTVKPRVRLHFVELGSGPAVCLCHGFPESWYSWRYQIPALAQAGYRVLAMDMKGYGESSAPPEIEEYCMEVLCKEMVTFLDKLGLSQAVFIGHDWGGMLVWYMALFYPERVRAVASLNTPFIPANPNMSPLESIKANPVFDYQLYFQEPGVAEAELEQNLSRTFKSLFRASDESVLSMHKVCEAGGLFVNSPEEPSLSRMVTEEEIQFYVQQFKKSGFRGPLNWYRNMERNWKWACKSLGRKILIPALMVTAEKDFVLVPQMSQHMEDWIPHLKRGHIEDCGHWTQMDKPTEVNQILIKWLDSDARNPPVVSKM
H69AR growth 86K = growth inhibitors of human H69AR lung tumor cells; 85,000 tested, 6% active; viability, % at 10 µM; H69AR lung tumor viability, ATP luminescence, 72 h; stronger effect = lower value; AID 598;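 active = viability at or below 40%; inactive = viability above 40%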;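 note: multidrug resistant small cell line overexpressing MRP-1 efflux transporter; 100% = mean luminescence of untreated control wells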
Candida biofilm = kills Candida albicans biofilms; inhibition, % at 6 µM; C. albicans biofilm + clotrimazole, Alamar Blue; 85,000 tested, 0.14% active;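 active = inhibition above 20%; inactive = inhibition below 20%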;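 note: preformed 24 hr biofilms exposed to compound for 48 hr; 0% = biofilm without compound and 100% = blank killed by clotrimazole plus chlorhexidine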
Smad3 inh = Smad3 (human) transcription factor binding inhibition. P84022. TR-FRET Smad3/Dy647-FoxH1 peptide binding, europium anti-His. inhibition, % at 25 µM. 88,000 tested, 0.29% active. AID 630;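 active = compounds that reduce the energy-transfer binding signal between the protein and its labelled peptide by more than half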;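 note: 0% = Smad3 plus labelled peptide maximal FRET and 100% = peptide-only background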
Active calls of the source: *; / = no result given; [ ] = remark or other dose. A portion of the library; count on the stated rates, not on these rows.

Short keys: A = Lung fibro prol; B = HUVEC inhibit; C = ERa SRC1 pot; D = ERb SRC1 inh; E = ERa SRC1 inh; F = sEH act; G = H69AR growth 86K; H = Candida biofilm; I = Smad3 inh
> CS(=O)(=O)N(CC(=O)N1CCCCCC1)c1ccc(Br)cc1
  A: 95.7; B: 113.6; C: 121.2; D: -8.1; E: -1.3; F: -4.5; G: 93.3; H: 5.4; I: 3.1
> CCOC(=O)N1CCN(C(=O)c2cnc(Nc3ccccc3OC)c3ccccc23)CC1
  A: 100.8; B: 91.4; C: 109.3; D: 0.0; E: -1.1; F: /; G: 74.2; H: 9.9; I: -7.6
> CCCCNC(=O)C1c2ccccc2C(=O)N(c2ccc(OC)cc2)C1c1ccc(OC)cc1 (stereo not drawn)
  A: 82.8; B: 85.7; C: 89.9; D: -5.1; E: -6.0; F: 6.7; G: 45.0; H: -4.7; I: 5.8
> C=CCNC(=O)C(=O)c1cccn1-c1ccsc1C(=O)OC
  A: 102.9; B: 97.1; C: 116.9; D: 1.3[fluorescence artefact?]; E: 7.1[fluorescence artefact?]; F: 7.4; G: 100.3; H: 0.9; I: 2.7
> O=C(OCC(=O)N1CCc2ccccc21)c1ccc[n+]([O-])c1
  A: 105.7; B: 96.7; C: 143.1; D: -8.3; E: 2.2; F: -3.5; G: 96.9; H: 6.3; I: -0.5
> CCOC(=O)c1c(C)n(C)c2ccc(OC)c(NC(=O)CN3CCSCC3)c12
  A: 103.5; B: 85.0; C: 111.8; D: -7.0; E: -5.3; F: /; G: 98.9; H: 2.0; I: 3.5
> COc1ccc(N(C(=O)c2ccco2)C(C(=O)NC2CCCCC2)c2cccs2)cc1OC (stereo not drawn)
  A: 103.5; B: 115.3; C: 99.0; D: -6.4[fluorescence artefact?]; E: -5.2; F: 8.3; G: 83.6; H: 1.7; I: 0.7
> CC1(C)Cc2c(c(-c3ccccc3)nc(N3CCOCC3)c2C(N)=O)CO1
  A: 102.3; B: 97.9; C: 100.0; D: -9.6; E: -7.8; F: 3.4; G: 97.2; H: -1.3; I: -3.4
> COc1ccc(-n2c3c(cc(C(=O)N4CCN(CCO)CC4)c2=O)C(=O)CC(C)(C)C3)cc1
  A: 107.5; B: 100.3; C: 89.0; D: -6.7; E: 3.4; F: -0.9; G: 93.4; H: 6.2; I: -2.1
> COc1ccc(CC(=O)OCC(=O)NC(=O)NC2CCCCC2)cc1
  A: 94.4; B: 97.6; C: 103.6; D: 4.5; E: 2.0; F: -13.2; G: 102.4; H: 10.4; I: -16.0
> Cc1ccc(OCC(=O)Nn2cnnc2)c(Br)c1
  A: 107.5; B: 96.3; C: 115.0; D: -4.7; E: -0.7; F: 5.8; G: 100.8; H: 8.1; I: -0.5
> CCOC(=O)C1CCCN(C(=O)c2sc3nc(C)nc(N4CCOCC4)c3c2C)C1 (stereo not drawn)
  A: /; B: 88.4; C: 107.8[fluorescence artefact?]; D: 4.7; E: -9.4; F: -6.7; G: 91.1; H: 4.9; I: 4.1
> COc1ccc(OC)c(C(=O)COC(=O)CNC(=O)C2CCCCC2)c1
  A: 99.7; B: 105.5; C: 106.1; D: -1.2[fluorescence artefact?]; E: 3.7; F: -2.6; G: 92.0; H: 0.7; I: -109.5
> COc1cc(NC(=O)C(C)Oc2ccccc2)cc(OC)c1 (stereo not drawn)
  A: 91.2; B: 87.9; C: 97.0; D: -1.3; E: -8.8; F: /; G: 97.2; H: 4.5; I: 3.7
> Cc1c2cnn(CC(=O)N3CCN(c4ncccn4)CC3)c(=O)c2c(C)n1Cc1ccc(F)cc1
  A: 103.1; B: 128.8; C: 107.3; D: -11.4; E: -3.4; F: /; G: 90.9; H: 9.0; I: 8.8
> CN1CCN(C2=C(Cl)C(=O)C(c3cnc(N4CCCCC4)s3)=C(Cl)C2=O)CC1
  A: 5.8*; B: 69.5; C: 57.4[fluorescence artefact?]; D: 71.9*[fluorescence artefact?]; E: 45.7[fluorescence artefact?]; F: -47.5; G: 1.6*; H: 4.9; I: 19.0
> COC(=O)c1ccn(C(=O)c2ccc(Cl)cc2)n1
  A: 104.8; B: 94.8; C: 97.0; D: -7.6; E: 2.3; F: 1.7; G: 93.8; H: -2.3; I: 1.6
> CC(C(=O)NC1CCCCCC1)N(c1ccccc1)S(C)(=O)=O (stereo not drawn)
  A: 100.3; B: 83.9; C: 110.9[fluorescence artefact?]; D: -0.4[fluorescence artefact?]; E: -2.1; F: -3.0; G: 98.7; H: 8.2; I: 0.2
> COc1ccc(NC(=O)c2ccco2)cc1NC(=O)c1ccco1
  A: 110.8; B: 98.3; C: 113.1; D: 2.0[fluorescence artefact?]; E: 11.5[fluorescence artefact?]; F: /; G: 97.6; H: -4.3; I: 5.0
> COc1ccc(N(CC(=O)NCC2CCCO2)C(=O)CCC(=O)Nc2nccs2)cc1 (stereo not drawn)
  A: 95.3; B: 90.3; C: 113.0; D: -16.6; E: -17.4; F: 10.9; G: 92.5; H: 6.9; I: -8.9
> CCN1C(=O)/C(=C\N(C(C)=O)c2ccccc2)OC1=S
  A: 100.3; B: 87.2; C: 99.0; D: -5.2; E: -2.2; F: 14.1; G: 63.3; H: 8.6; I: 8.9
> CCOC(=O)c1nc(S(C)(=O)=O)ncc1Cl
  A: 65.4; B: 77.8; C: 141.9; D: -0.6; E: 1.5; F: /; G: 1.6*; H: 9.4; I: -6.8
> O=C(c1cccs1)N1CCC(c2nc3c(nnn3Cc3ccccc3)c(=O)[nH]2)CC1
  A: 104.4; B: 94.2; C: 119.9; D: 4.1[fluorescence artefact?]; E: 3.6; F: 2.4; G: 89.6; H: 0.6; I: 7.2
> CCOC(=O)NC1(C(F)(F)F)C(=O)N(Cc2ccccn2)C2=C1C(=O)CC(C)(C)C2 (stereo not drawn)
  A: 100.4; B: 97.1; C: 120.7; D: -4.4; E: -0.8; F: -16.8; G: 96.9; H: 6.9; I: -0.6
> COc1ccc2cc3cc(C(=O)NCCc4ccc(OC)c(OC)c4)oc3nc2c1
  A: 119.5; B: 25.0*; C: 98.4; D: -0.3[fluorescence artefact?]; E: 20.9; F: 2.3; G: 29.0*; H: 10.0; I: -1.5
> CCOC(=O)Cc1csc(NC(NC(=O)CC)(C(F)(F)F)C(F)(F)F)n1
  A: 98.6; B: 104.0; C: 124.5; D: -9.3; E: 1.4[fluorescence artefact?]; F: 19.2; G: 93.7; H: 3.1; I: 2.2
> COc1ccc(-c2noc(CN3CCCCC3)n2)cc1OC
  A: 93.1; B: 93.1; C: 116.3; D: -6.9; E: 5.0; F: -11.9; G: 86.6; H: 9.3; I: 2.4
> COC1CCCCC1Nc1cccc(SC)c1 (stereo not drawn)
  A: 91.2; B: 109.0; C: 112.7; D: -1.9; E: 4.4[fluorescence artefact?]; F: -0.1; G: 95.2; H: -5.0; I: 18.1
> Cn1c2c(c(=O)n(C)c1=O)C(c1cccc(Br)c1)C1C(=O)c3ccccc3C1=N2 (stereo not drawn)
  A: 101.3; B: 79.0; C: 110.7; D: 0.8; E: 0.3; F: 5.5; G: 40.6; H: 3.1; I: -2.1
> O=C(Nc1ccc(-c2nc3ncccc3o2)cc1)c1ccco1
  A: 116.7; B: 101.0; C: 82.6[fluorescence artefact?]; D: 36.3[fluorescence artefact?]; E: 34.4[fluorescence artefact?]; F: 8.7; G: 89.3; H: 6.5; I: 10.9
> CCOC(=O)Cc1cnc(NC(=O)Cn2nnc(-c3ccc(OCC)cc3)n2)s1
  A: 98.2; B: 112.8; C: 94.6; D: 1.5; E: -1.2; F: 0.8; G: 96.5; H: 9.3; I: 10.0
> O=S(=O)(c1cccc2ccccc12)n1nnc2ccccc21
  A: 95.3; B: 96.2; C: 121.7; D: -1.3; E: -7.3; F: 13.3; G: 97.9; H: -5.5; I: 4.3
> O=S(=O)(c1ccc(S(=O)(=O)N2CCCC2)cc1)N1CCCCCC1
  A: 101.5; B: 94.7; C: 112.2; D: -6.7; E: -11.4[fluorescence artefact?]; F: /; G: 94.6; H: 8.7; I: 6.1
> Cc1ccc(S(=O)(=O)n2ccnc2)cc1C
  A: 101.4; B: 97.6; C: 125.8[fluorescence artefact?]; D: -5.3[fluorescence artefact?]; E: -3.3; F: -39.8; G: 90.4; H: 6.1; I: -1.9
> Cc1cc(C)n(-c2nc3ccccc3n3cnnc23)n1
  A: 102.8; B: 94.2; C: 103.8; D: -17.4[fluorescence artefact?]; E: -32.6; F: 9.7; G: 80.6; H: 4.7; I: 10.1
> Cc1c(N2C(=O)c3cccc4cccc(c34)C2=O)c(=O)n(-c2ccccc2)n1C
  A: 99.3; B: 104.0; C: 109.7; D: 3.8; E: 2.9; F: -9.8; G: 98.7; H: 1.7; I: 18.8
> COc1ccc(C2CC(C(F)(F)F)n3ncc(C(=O)O)c3N2)cc1OC (stereo not drawn)
  A: 103.7; B: 94.6; C: 98.0; D: -1.6; E: -6.7; F: 9.4; G: 93.7; H: 8.5; I: -9.8
> Cc1nn2cc(-c3ccccc3)nc2[nH]c1=O
  A: 101.0; B: 107.6; C: 107.4; D: -1.9; E: -3.8; F: -7.6; G: 92.3; H: 4.5; I: 0.7
> COc1ccc(Cn2nnnc2C(c2ccccn2)N2CCN(c3cc(Cl)ccc3C)CC2)cc1 (stereo not drawn)
  A: 100.5; B: 86.7; C: 107.3; D: -1.6; E: -2.3; F: /; G: 74.1; H: 6.5; I: 3.9
> N#Cc1nc(-c2ccc(OCc3ccccc3)cc2)oc1NCCN1CCOCC1
  A: 98.5; B: 90.1; C: 234.7*[fluorescence artefact?]; D: 8.2; E: 11.4; F: 13.1; G: 89.1; H: 2.2; I: 6.6
> CC(C)Cn1c(-c2ccc(Cl)cc2)cnc1SCC(=O)N1CCOCC1
  A: 100.8; B: 98.0; C: 109.7; D: -3.0; E: -1.0; F: /; G: 62.5; H: -4.0; I: 1.7
> CCC(Oc1ccccc1)C(=O)N1CCN(CC)CC1 (stereo not drawn)
  A: 96.0; B: 85.3; C: 113.9; D: -10.2; E: -5.0; F: 8.8; G: 96.3; H: 5.2; I: -15.2
> Nc1nc(C2CC2)c(Sc2sc(N)nc2C2CC2)s1
  A: 89.2; B: 67.7; C: 94.1; D: 9.6; E: 12.1; F: 5.1; G: 61.1; H: 4.6; I: 14.7[fluorescence artefact?]
> CCCNC(=O)Nc1ccc2c(c1)nc(C)n2C
  A: 105.5; B: 96.6; C: 124.8; D: -6.1; E: -8.2; F: -0.8; G: 89.8; H: 3.2; I: -4.4
> CC(C)CC1NC(=O)N(CC(=O)N2CCN(S(=O)(=O)c3ccccc3)CC2)C1=O (stereo not drawn)
  A: 97.8; B: 92.3; C: 95.4; D: -4.3; E: 0.9; F: 14.9; G: 87.1; H: 3.5; I: 10.0

Retrieved one by one from the list above (four):
Short keys: A = Lung fibro prol; B = HUVEC inhibit; C = ERa SRC1 pot; D = ERb SRC1 inh; E = ERa SRC1 inh; F = sEH act; G = H69AR growth 86K; H = Candida biofilm; I = Smad3 inh
> C=CCNC(=O)C(=O)c1cccn1-c1ccsc1C(=O)OC
  A: 102.9; B: 97.1; C: 116.9; D: 1.3[fluorescence artefact?]; E: 7.1[fluorescence artefact?]; F: 7.4; G: 100.3; H: 0.9; I: 2.7
> CC(C(=O)NC1CCCCCC1)N(c1ccccc1)S(C)(=O)=O (stereo not drawn)
  A: 100.3; B: 83.9; C: 110.9[fluorescence artefact?]; D: -0.4[fluorescence artefact?]; E: -2.1; F: -3.0; G: 98.7; H: 8.2; I: 0.2
> COc1ccc(-c2noc(CN3CCCCC3)n2)cc1OC
  A: 93.1; B: 93.1; C: 116.3; D: -6.9; E: 5.0; F: -11.9; G: 86.6; H: 9.3; I: 2.4
> Cc1nn2cc(-c3ccccc3)nc2[nH]c1=O
  A: 101.0; B: 107.6; C: 107.4; D: -1.9; E: -3.8; F: -7.6; G: 92.3; H: 4.5; I: 0.7
